Nrf2 ARE act: activates Nrf2 signaling | actives 0.31% (n = 410,000) | AREc32 ARE-luciferase reporter (MCF7-derived line), luminescence, 24 h | Potency, µM (top dose mostly 46.1 µM), for the others: at the top dose activation, usual class: activators; further: potency means the concentration at half of the fitted maximal effect; % of control where 0% means no effect; nearly all actives have a fitted effect of over 65% in size
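ARE-driven firefly luciferase activity in AREc32 cells measured after a 24 hr compound exposure at 37 deg C, using Steady-Glo reagent and a 30 min room-temperature hold.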
IL2 activator: activates IL-2 in a cell-based reporter assay | actives 0.065% (n = 360,000) | IL-2 activation reporter assay, cell-based qHTS; stimulated with anti-CD3/CD4/CD28 beads; in transgenic mouse T cells | activation, % (series mostly up to about 46 µM); in the data active means activation above about 50%; inconclusive means mostly about 30% to 49%; further: 0% is about no effect
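EGFP and DsRed fluorescence is measured by plate cytometry in unstimulated transgenic mouse T cells exposed to compound for 60 minutes, then stimulated 18 hours at 37 degrees C with anti-CD3/anti-CD4 beads plus anti-CD28.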
TGFb SMAD3 inh: inhibitors of TGF-b signaling; HepG2 CAGA-GFP TGF-b/SMAD3 reporter, GFP fluorescence, 18 h; TGF-beta stimulated, 500 pg/mL final; Potency, µM (titrated, usually from 46.1 µM), inactives show top-dose activity, negative = inhibition, most hits filed as inhibitors; actives 1.2% (n = 410,000); AID 588855; further: potency means the concentration at half of the fitted maximal effect; on the % scale 0 is the no-effect control and ±100 the full control effect; nearly all actives have a fitted effect of over 65% in size
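First, reporter cells (HEPG2 CAGA-GFP) rested 2 h at 37 degrees C. Next, compounds were pinned in and TGF-beta added to 500 pg/mL final. After 18 h, GFP was imaged per cell and summed per well.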
Nrf2 inh: inhibitors of Nrf2 signaling. A549 ARE-Fluc reporter, luciferase luminescence, 18-24 h. actives 2.1% (n = 360,000). Potency, µM (top dose mostly 46 µM), for inactives: at the top dose activity change, negative = inhibition, hits mostly inhibitors; further: potency means the concentration at half of the fitted maximal effect; on the % scale 0 is the no-effect control and ±100 the full control effect; nearly all actives have a fitted effect of over 60% in size
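Cells were seeded and rested 2 h, then exposed to compounds for 18-24 h. CellTiter-Fluor was read first as a viability measure. BugLite was added 15 min before the final luminescent read of ARE-luciferase activity in A549 cells.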
S2 tox: cell viability loss in ATXN counter-screen | Potency, µM (highest dose often 56.7 µM), hits mostly cytotoxic | actives 0.49% (n = 400,000) | S2 cells (HEK-293 line with an ATXN2-luciferase reporter) viability, CellTiter-Fluor protease fluorescence, 24 h; further: potency means the concentration at half of the fitted maximal effect; nearly all actives have a fitted effect of over 40% in size
A549 tox: A549 cytotoxicity, counter-screen for Nrf2 inhibitors. A549 ARE-Fluc cells, CellTiter-Fluor viability, 18-24 h. Potency, µM (top dose mostly 46 µM), for the others: at the highest dose activity change, negative = cytotoxicity, actives largely listed as inhibitors. actives 0.16% (n = 390,000); further: potency means the concentration at half of the fitted maximal effect; on the % scale 0 is the no-effect control and ±100 the full control effect
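A549 ARE_Fluc cells in 5% FBS OPTI-MEM were exposed to compounds in concentration-response for 18-24 h at 37 deg C. Viability was read by CellTiter-Fluor fluorescence (Ex 405/Em 525) after 30 min, before the luciferase read.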
EPAC2 ag: activates human EPAC2 exchange factor. Q8WZA2. EPAC2 activation, biochemical qHTS; response scale: 100% = 6.5 mM cAMP response. actives 0.079% (n = 360,000). Potency, µM (highest dose often 154 µM), for inactives: at the highest dose activation, usual class: activators; further: potency means the concentration at half of the fitted maximal effect; nearly all actives have a fitted effect of over 50% in size
Target sequence (Q8WZA2 whole entry, looked up): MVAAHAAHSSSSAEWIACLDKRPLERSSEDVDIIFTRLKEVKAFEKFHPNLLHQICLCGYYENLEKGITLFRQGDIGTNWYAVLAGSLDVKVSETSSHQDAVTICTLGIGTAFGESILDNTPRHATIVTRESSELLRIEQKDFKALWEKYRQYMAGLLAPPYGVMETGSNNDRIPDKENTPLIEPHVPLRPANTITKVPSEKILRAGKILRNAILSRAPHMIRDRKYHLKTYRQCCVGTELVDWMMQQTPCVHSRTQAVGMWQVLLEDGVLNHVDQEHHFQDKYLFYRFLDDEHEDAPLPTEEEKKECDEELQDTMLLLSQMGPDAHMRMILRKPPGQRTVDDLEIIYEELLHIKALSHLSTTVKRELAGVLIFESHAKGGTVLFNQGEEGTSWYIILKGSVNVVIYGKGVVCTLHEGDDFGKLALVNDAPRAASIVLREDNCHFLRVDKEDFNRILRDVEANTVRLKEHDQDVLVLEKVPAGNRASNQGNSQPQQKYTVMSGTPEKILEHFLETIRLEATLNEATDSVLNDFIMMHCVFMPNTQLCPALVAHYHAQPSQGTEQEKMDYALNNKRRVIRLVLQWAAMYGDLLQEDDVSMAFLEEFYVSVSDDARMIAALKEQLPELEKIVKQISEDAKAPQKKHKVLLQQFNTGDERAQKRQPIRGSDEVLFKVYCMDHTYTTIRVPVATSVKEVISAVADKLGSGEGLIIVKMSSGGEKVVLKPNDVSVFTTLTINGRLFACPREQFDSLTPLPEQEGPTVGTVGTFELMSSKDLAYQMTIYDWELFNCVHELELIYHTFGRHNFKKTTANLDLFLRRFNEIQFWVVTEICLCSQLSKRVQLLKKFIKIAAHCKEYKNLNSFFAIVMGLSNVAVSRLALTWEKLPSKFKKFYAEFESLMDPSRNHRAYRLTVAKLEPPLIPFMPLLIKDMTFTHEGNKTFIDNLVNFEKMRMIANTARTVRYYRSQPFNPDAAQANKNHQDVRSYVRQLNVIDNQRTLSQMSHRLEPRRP
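Guanine nucleotide exchange by EPAC2 is measured as reduced fluorescence of BODIPY-GDP once it is released from 250 nM Rap1B. Plates are read kinetically for 30 min at room temperature; results are scaled to 6.5 mM cAMP.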
HepG2 viability: counter-screen for TGF-b inhibitors: cytotoxicity in HepG2 cells. HepG2 CAGA-GFP viability, ATP luminescence, 18 h. Potency, µM (top dose mostly 46.1 µM), inactives show at the top dose activity change, negative = cytotoxicity, usual class: cytotoxic. actives 0.76% (n = 410,000). AID 588856; further: potency means the concentration at half of the fitted maximal effect; some results filed as inactive show a strong effect at the top dose
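HepG2 CAGA-GFP cells (1000/well, DMEM with 1% FBS) received compound, then TGF-beta at 500 pg/mL final, and were incubated 18 hours at 37 degrees C. Viability was read by CellTiter-Glo luminescence. Media-only wells were set as complete cell-killing and DMSO as no toxicity.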
ATXN2 expr inh: ATXN2 expression inhibition; HEK-293 ATXN2-luciferase reporter, luminescence, 24 h; Potency, µM (titrated, usually from 57 µM), for inactives: at the top dose activity change, negative = inhibition, usual class: inhibitors; actives 0.72% (n = 360,000); further: potency means the concentration at half of the fitted maximal effect; on the % scale 0 is the no-effect control and ±100 the full control effect; nearly all actives have a fitted effect of over 55% in size
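qHTS (up to 57 uM final) was run with 24 h compound exposure of reporter cells at 37 °C. Each well was multiplexed: SteadyGlo luminescence measured ATXN2-luciferase expression after a fluorogenic Gly-Phe-AFC viability readout (25 uM final).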
The depositor's hits bear a star; & = joins results of further samples; ! = not active in a repeat; [ ] = dose if it differs, or a comment. Unless noted, the call rests on the fitted dose curve; in most records, active means well fitted curve in the direction sought with a large enough effect; inconclusive means small, poorly fitted or top-dose-only effect, or another doubt; inactive means no such curve, though single readings can be large; an effect the other way counts as inactive or inconclusive.

How did CC1CCCCC1NC(=O)C1CCCN1S(=O)(=O)c1cccc2nsnc12 (configuration not stated) do in these assays?
Nrf2 ARE act: -0.9%; IL2 activator: 0.4; TGFb SMAD3 inh: 4.2%; Nrf2 inh: inconclusive; S2 tox: inactive; A549 tox: -11.0%; EPAC2 ag: 6.8%; HepG2 viability: 5.1%; ATXN2 expr inh: -4.6%

Results for Cc1ccccc1C(=O)NC1(C(F)(F)F)N=C(c2ccccc2)N(C2CCCCC2)C1=O (configuration not stated) ?
Nrf2 ARE act: -1.3%; TGFb SMAD3 inh: -1.7%; Nrf2 inh: 12.0%; S2 tox: inactive; A549 tox: 1.2%; HepG2 viability: 0.1%; ATXN2 expr inh: 14.5%

What do the screens show for `CCOc1ccc(CCNC(=O)C2CCCN(S(=O)(=O)c3c(C)n[nH]c3C)C2)cc1OCC` (configuration not stated)?
Nrf2 ARE act: 0.4%; IL2 activator: 1.2; TGFb SMAD3 inh: 8.7%; Nrf2 inh: -2.4%; S2 tox: inactive; A549 tox: -5.5%; EPAC2 ag: 1.2%; HepG2 viability: 25.4%; ATXN2 expr inh: -0.4%

How did O=C(CSc1nnc(CNC(=O)c2ccccc2)o1)NCC1CCCO1 (configuration not stated) do in these assays?
Nrf2 ARE act: -0.1%; IL2 activator: -4.8; TGFb SMAD3 inh: -7.3%; Nrf2 inh: 13.3%; S2 tox: inactive; A549 tox: 6.1%; EPAC2 ag: 0.0%; HepG2 viability: 0.6%; ATXN2 expr inh: 1.2%

Results for CCc1ccc2c(c1)NC(c1cccnc1)=NC(c1ccc(C(C)(C)C)cc1)=N2 ?
Nrf2 ARE act: -0.2%; TGFb SMAD3 inh: inconclusive; Nrf2 inh: inconclusive; S2 tox: inconclusive; A549 tox: inconclusive; HepG2 viability: -38.7%; ATXN2 expr inh: -8.1%

Results for O=S(=O)(Nc1nc(-c2ccccc2)cs1)c1cccc(C(F)(F)F)c1 ?
Nrf2 ARE act: 0.2%; IL2 activator: -0.3; TGFb SMAD3 inh: inconclusive; Nrf2 inh: -11.1%; S2 tox: inactive; A549 tox: -1.6%; EPAC2 ag: 1.5%; HepG2 viability: -15.3%; ATXN2 expr inh: -11.7%

What do the screens show for `COCc1ccc(C(=O)Nc2cccc(S(=O)(=O)N(C)c3ccccc3)c2)cc1`?
Nrf2 ARE act: 4.5%; IL2 activator: 1.5; TGFb SMAD3 inh: 1.4%; Nrf2 inh: 18.4µM*; S2 tox: inconclusive; A549 tox: -9.8%; EPAC2 ag: 8.2%; HepG2 viability: -4.1%; ATXN2 expr inh: -5.3%

How did COc1ccc(NC(C)=O)cc1S(=O)(=O)N(C)Cc1c(C)nn(-c2ccccc2)c1C do in these assays?
Nrf2 ARE act: -0.3%; IL2 activator: -0.2; TGFb SMAD3 inh: -5.3%; Nrf2 inh: -26.5%; S2 tox: inactive; A549 tox: -0.1%; EPAC2 ag: 8.6%; HepG2 viability: -8.5%; ATXN2 expr inh: -5.8%

Results for CCN(CC)CCCNC(=O)c1ccc2c(=O)n(CCc3ccccc3)c(=O)[nH]c2c1 ?
Nrf2 ARE act: 0.4%; TGFb SMAD3 inh: 3.2%; Nrf2 inh: 7.2%[9.27 µM]; S2 tox: inactive; A549 tox: 1.1%; HepG2 viability: -19.0%; ATXN2 expr inh: 2.8%

Results for COCCNC(=O)c1ccc2snnc2c1 ?
Nrf2 ARE act: -0.4%; IL2 activator: -2.2; TGFb SMAD3 inh: -3.7%; Nrf2 inh: -5.5%; S2 tox: inactive; A549 tox: 4.8%; EPAC2 ag: -7.1%; HepG2 viability: 3.9%; ATXN2 expr inh: 3.7%

How did Cc1oc2ccccc2c1CNC(=O)N(C)C do in these assays?
Nrf2 ARE act: -0.6%; IL2 activator: 0.4; TGFb SMAD3 inh: 7.4%; Nrf2 inh: 0.1%; S2 tox: inactive; A549 tox: 10.9%; EPAC2 ag: 12.5%; HepG2 viability: -3.6%; ATXN2 expr inh: -25.6%

How did COc1cc(-c2cnc3c(NC(C)=O)cc(-c4ccccc4CN(C)C)cn23)cc(OC)c1OC do in these assays?
Nrf2 ARE act: 10.0%; IL2 activator: -0.6; TGFb SMAD3 inh: -5.1%; S2 tox: inactive; EPAC2 ag: -0.5%; HepG2 viability: -26.2%; ATXN2 expr inh: -4.6%

Results for CCCOP(=O)(c1ccc(N(C)C)cc1)C(Nc1ccccc1)c1ccc(N(C)C)cc1 (configuration not stated) ?
Nrf2 ARE act: -0.2%; IL2 activator: 1.3; TGFb SMAD3 inh: inconclusive; Nrf2 inh: -1.9%; S2 tox: inactive; A549 tox: -1.3%; EPAC2 ag: -7.1%; HepG2 viability: -0.8%; ATXN2 expr inh: 5.3%

What do the screens show for `Cc1ccccc1-c1nc(CS(=O)CC(=O)NC2CCCCC2)c(C)o1` (configuration not stated)?
Nrf2 ARE act: 0.0%; IL2 activator: -0.2; TGFb SMAD3 inh: -28.3%; Nrf2 inh: 9.4%; S2 tox: inactive; A549 tox: 11.3%; EPAC2 ag: 1.3%; HepG2 viability: 4.9%

How did NC(=O)c1cc(-c2ccccc2)nc(N2CCCCCC2)n1 do in these assays?
Nrf2 ARE act: 0.4%; IL2 activator: -2.5; TGFb SMAD3 inh: inconclusive; S2 tox: inactive; A549 tox: -12.9%; EPAC2 ag: -0.7%; HepG2 viability: -46.7%; ATXN2 expr inh: -10.8%

How did CCCCC[C@H]1CN(C2CCCCC2)C(=O)[C@@H]1CC(=O)NCc1ccccc1 do in these assays?
Nrf2 ARE act: 1.0%; IL2 activator: 0.2; TGFb SMAD3 inh: 11.2µM*; Nrf2 inh: 11.3%; A549 tox: -4.1%; EPAC2 ag: 0.0%; HepG2 viability: 15.8µM*!; ATXN2 expr inh: inconclusive

What do the screens show for `O=C1CC(c2ccc(F)cc2)c2c(c3ccccc3[nH]c2=O)O1` (configuration not stated)?
Nrf2 ARE act: -1.3%; TGFb SMAD3 inh: -0.1%; Nrf2 inh: 18.8%; S2 tox: inactive; A549 tox: -1.4%; HepG2 viability: -2.3%; ATXN2 expr inh: 11.9%

How did O=C(O)CCSc1nc2ccccc2n1Cc1ccccc1 do in these assays?
Nrf2 ARE act: -0.3%; IL2 activator: 1.5; TGFb SMAD3 inh: inconclusive; Nrf2 inh: -6.5%; S2 tox: inactive; A549 tox: -2.6%; EPAC2 ag: 14.3%; HepG2 viability: -2.5%; ATXN2 expr inh: -16.6%

Results for O=C(O)C/C(=C\c1cccc(NC(=O)c2ccccc2Cl)c1)c1nc2ccccc2s1 ?
Nrf2 ARE act: 4.4%; IL2 activator: -2.7; TGFb SMAD3 inh: 11.4%; Nrf2 inh: 8.3%; S2 tox: inactive; A549 tox: 8.1%; EPAC2 ag: -1.9%; HepG2 viability: -0.7%; ATXN2 expr inh: 1.0%

How did COc1ccc(N2CCN(Cc3nc4scc(-c5cccs5)c4c(=O)[nH]3)CC2)cc1 do in these assays?
Nrf2 ARE act: 0.2%; IL2 activator: 0.4; TGFb SMAD3 inh: 0.0%; Nrf2 inh: -3.1%; S2 tox: inconclusive; A549 tox: 3.4%; EPAC2 ag: -0.5%; HepG2 viability: 19.8%; ATXN2 expr inh: -28.7%

How did O=C(c1c(F)c(F)c(F)c(F)c1F)N1CCN(Cc2ccc3c(c2)OCO3)CC1 do in these assays?
Nrf2 ARE act: 6.9%; IL2 activator: 0.6; TGFb SMAD3 inh: 0.0%; Nrf2 inh: -17.3%; S2 tox: inactive; A549 tox: 4.7%; EPAC2 ag: -4.3%; HepG2 viability: -39.7%; ATXN2 expr inh: inconclusive

Results for N/C(=N\c1nc2ccccc2o1)NC(=O)c1ccc(F)cc1 ?
Nrf2 ARE act: 7.8%; IL2 activator: 0.0; TGFb SMAD3 inh: -3.1%; Nrf2 inh: inconclusive; S2 tox: inactive; A549 tox: -21.3%; EPAC2 ag: 1.7%; HepG2 viability: -27.3%; ATXN2 expr inh: -11.5%

How did CC(C)(C)c1ccc(C(=O)N/N=C/c2cccc(Cl)c2)cc1 do in these assays?
Nrf2 ARE act: -0.1%; IL2 activator: -0.6; TGFb SMAD3 inh: inconclusive; Nrf2 inh: inconclusive; S2 tox: inconclusive; A549 tox: inconclusive; EPAC2 ag: -17.1%; HepG2 viability: -13.6%; ATXN2 expr inh: 46.8%[activator]

How did COC(=O)c1ccccc1NC(=O)CCCn1nc(C)c2c(C)n(-c3ccccc3)nc2c1=O do in these assays?
Nrf2 ARE act: -0.3%&-0.6%; IL2 activator: 1.8; TGFb SMAD3 inh: 5.8%&-1.3%; Nrf2 inh: inconclusive; S2 tox: inactive; A549 tox: -0.6%&5.3%; EPAC2 ag: -0.7%; HepG2 viability: 4.5%&11.1%; ATXN2 expr inh: 12.4%

What do the screens show for `CCN(c1cccc(C)c1)S(=O)(=O)c1cc(CN2C(=O)c3cccnc3C2=O)ccc1OC`?
Nrf2 ARE act: -0.5%; IL2 activator: 2.2; TGFb SMAD3 inh: 2.0%; Nrf2 inh: -2.6%; S2 tox: inactive; A549 tox: 0.9%; EPAC2 ag: 5.7%; HepG2 viability: 11.2µM*; ATXN2 expr inh: 2.3%

What do the screens show for `Cc1cccc(NC(=O)c2cccc(N3C(=O)C4C5C=CC(C6CC56)C4C3=O)c2)c1` (configuration not stated)?
Nrf2 ARE act: 3.9%; IL2 activator: -1.2; TGFb SMAD3 inh: -21.3%; Nrf2 inh: inconclusive; S2 tox: inconclusive; A549 tox: -18.3%; EPAC2 ag: 4.9%; HepG2 viability: -2.5%; ATXN2 expr inh: -12.2%

Results for COCCCNC(=O)c1ccc(-n2c(-c3ccccc3)cc3c2CCC(C)C3)cc1 (configuration not stated) ?
Nrf2 ARE act: inconclusive; TGFb SMAD3 inh: 0.0%; Nrf2 inh: 8.6%; A549 tox: -9.4%; HepG2 viability: -34.4%

From PubChem

Random draw from the library; overall some 4.3% were active at least once.
